# Compound activity (PubChem)
# USP2a inh – qHTS Assay for Inhibitors of Ubiquitin-specific Protease USP2a Using CHOP2 as the Reporter | USP2 core, Ub-CHOP2 coupled fluorogenic reporter, 485/531 | Potency, µM (series often up to 38.3 µM), for inactives: top-dose activity change, negative = inhibition, most hits filed as inhibitors | Ubiquitin carboxyl-terminal hydrolase 2 (Homo sapiens), O75604 | 0.01% of 330,000 active;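 note: potency is the fitted concentration of half-maximal effect; plate controls were DMSO wells for no effect and full inhibition by NEM control for full effect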
#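 Cell-free coupled assay: 10nM USP2 core preincubated 30min RT with compound in Tris-HCl pH 8.0/CaCl2/CHAPS buffer, then 25nM Ub-CHOP2 and 25nM reporter substrate; fluorescence (Ex 485/Em 531) read after 60min RT, normalized to NEM inhibition, concentration-response curves fitted.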
# TRPV1 agonist – HTS Assay for Compounds that Act as Agonists of the Vanilloid Receptor 1. Transient receptor potential cation channel subfamily V member 1 (Homo sapiens), Q8NER1. TRPV1-expressing cells, Fluo-8 calcium influx, agonist mode. 0.19% of 320,000 active. activation, % at 8.33 µM; in the data active = activation above about 80%; inconclusive = between about 30% and that limit; note: 0% is about no effect
#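 Cells expressing TRPV1 were dye-loaded with Fluo-8 and read kinetically: 10 s baseline, 3 min after compound (agonist portion), then 2 min after EC20 capsaicin (allosteric enhancer portion). Calcium-bound dye fluorescence at 480/520 nm.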
# hERG WT inh – qHTS for Inhibitors of KCHN2 3.1: Wildtype qHTS. Voltage-gated inwardly rectifying potassium channel KCNH2 (Homo sapiens), Q12809. U2OS, BacMam KCNH2, thallium flux FluxOr; stronger effect = lower value. activity change, % at 1.84 µM. 0.37% of 340,000 active. AID 720551, 2013;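 active = maximum activity change below -70%; inconclusive = maximum activity change between -70% and -50%; inactive = maximum activity change above -50%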; note: % is set by controls: 0 for no effect and ±100 for the full control effect
#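 U2OS cells were transduced with wild-type KCNH2 virus (2.03 x 10^8 / mL) for 4 h at room temperature, then cultured overnight at 37 C. Thallium flux was read with FluxOr dye. Rate constants were normalized to DMSO controls.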
# PKM2 act – qHTS Assay for Activators of Human Muscle isoform 2 Pyruvate Kinase. purified PKM2, Kinase-Glo ATP luminescence, activation; response scale: 0% is enzyme alone, no compound. Potency, µM (doses to about 57.5 µM), for inactives: at the highest dose activation, hits mostly activators. 0.34% of 260,000 active. Pyruvate kinase PKM (Homo sapiens), P14618; note: potency is the fitted concentration of half-maximal effect; % is set by controls: 0 for no effect and ±100 for the full control effect; nearly all actives have a fitted effect of over 55% in size
#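 Kinase-Glo luminescence reports ATP generated from ADP (0.1 mM) and PEP (0.5 mM) by purified hPK-M2 after 1 h at room temperature, pH 7.2 imidazole buffer; intermediate enzyme activity allows detecting inhibitors and activators.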
# GALK inh – qHTS Assay for Inhibitors of Human Galactokinase (GALK); P51570; Purified GALK, Kinase-Glo residual ATP luminescence; Potency, µM (doses to about 57.5 µM), inactives show top-dose activity change, negative = inhibition, usual class: inhibitors; 0.007% of 270,000 active; AID 1868, 2009; note: potency is the fitted concentration of half-maximal effect; % is set by controls: 0 for no effect and ±100 for the full control effect
#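 Luminescence from leftover ATP (Ultra-Glo luciferase/luciferin) served as read-out after a 1 h room-temperature reaction of 5 nM GALK with 35 uM ATP and 100 uM galactose.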
# KCNH2 3.1 block – qHTS for Inhibitors of KCHN2 3.1: Mutant qHTS; U2OS KCNH2 3.1, thallium flux FluxOr; stronger effect = lower value; activity change, % (tested at about 1.8 µM); Potassium voltage-gated channel subfamily H member 2, brain isoform KCNH2 3.1 (human); 0.95% of 340,000 active;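 active = maximum activity change below -70%; inconclusive = maximum activity change from -70% to -50%; inactive = maximum activity change above -50%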;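 note: thallium influx rate constant from kinetic fluorescence after stimulation buffer; % is set by controls: 0 for no effect and ±100 for the full control effect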
#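 Measured as rate of thallium-driven FluxOr signal in transduced U2OS cells carrying the 3.1 channel, read kinetically for 2 min upon stimulation; values are rate constants scaled to DMSO control wells.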
# Menin MLL FP TR – qHTS Assay for Inhibitors Targeting the Menin-MLL Interaction in MLL Related Leukemias: Competition With Texas Red Labeled MLL-derived Mutant Peptide; Potency, µM (titrated, usually from 61.6 µM), inactives show at the highest dose FP activity change, negative = inhibition, most hits filed as inhibitors; AID 1768, 2009; Menin + Texas Red MLL mutant peptide, fluorescence polarization; 0.23% of 270,000 active; active = well fitted inhibition curve with a large enough effect in the polarisation, with a control signal flat, not every such curve was filed as active; inconclusive = small, poorly fitted or top-dose-only effect, or effect the other way, or a change in a side signal; inactive = no such curve, though single readings can be large or run the other way; the % refers to the polarisation; note: potency is the fitted concentration of half-maximal effect; % of control where 0% means no effect; many of its hits are not listed in these tables
# Target sequence (O00255 whole entry, looked up): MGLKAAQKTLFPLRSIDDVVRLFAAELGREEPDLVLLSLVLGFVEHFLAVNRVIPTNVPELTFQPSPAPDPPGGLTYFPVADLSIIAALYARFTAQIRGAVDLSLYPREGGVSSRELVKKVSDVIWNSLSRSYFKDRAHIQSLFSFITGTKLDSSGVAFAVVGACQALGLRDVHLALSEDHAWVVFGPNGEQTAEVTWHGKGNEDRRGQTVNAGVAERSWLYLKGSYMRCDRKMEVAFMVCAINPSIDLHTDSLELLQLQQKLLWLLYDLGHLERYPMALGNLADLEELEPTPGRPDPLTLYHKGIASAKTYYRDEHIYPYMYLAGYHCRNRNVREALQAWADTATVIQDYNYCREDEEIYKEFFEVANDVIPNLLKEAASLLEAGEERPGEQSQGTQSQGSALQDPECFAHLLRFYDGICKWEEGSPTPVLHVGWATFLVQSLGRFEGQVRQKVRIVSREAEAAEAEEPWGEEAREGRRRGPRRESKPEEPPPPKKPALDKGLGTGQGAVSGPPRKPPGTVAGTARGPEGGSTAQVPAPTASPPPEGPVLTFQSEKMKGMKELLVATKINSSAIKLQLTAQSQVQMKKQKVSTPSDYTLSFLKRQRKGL
# Giardia kill – Small Molecules that selectively kill Giardia lamblia: qHTS; Giardia lamblia trophozoite viability; 0.15% of 340,000 active; activity change, % at 7.66 µM, hits read low; in the data active = activity change below about -80%; inconclusive = between about -30% and that limit;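 note: parasites exposed to compound for two days anaerobically before the ATP read; % is set by controls: 0 for no effect and ±100 for the full control effect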
#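 Killing of trophozoites was scored by loss of ATP luminescence after a 48 hrs anaerobic exposure to compounds at 37 deg C, using 100 cells per well.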
# Coupling enz – qHTS Assay for Inhibitors of Fructose-1,6-bisphosphate Aldolase from Giardia Lamblia: Coupling assay counterscreen; 0.67% of 290,000 active; coupling enzyme system counterscreen, AmpLite Red fluorescence; activity change, negative = inhibition, % at 58.2 µM, hits read low; in the data active = activity change below about -30%; note: % is set by controls: 0 for no effect and ±100 for the full control effect
#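 Coupling enzymes only (glyceraldehyde-3-phosphate) + compound, at 57.5 uM final, 10 min RT; add substrate/coupling/AmpLite Red mix, 20 min RT; fluorescence ex 525/em 598 nm. Actives flag coupling-system interference.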
# B2AR arrestin – qHTS assay of beta-arrestin-biased ligands of beta2-adrenergic receptor | Beta-2 adrenergic receptor (Homo sapiens), P07550 | beta-arrestin recruitment to beta2AR, cell-based reporter | Potency, µM (top dose mostly 46.1 µM), inactives show at the highest dose activation, most hits filed as activators | 0.02% of 330,000 active | AID 492947, 2010;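 note: potency is the fitted concentration of half-maximal effect; 0% = DMSO controls and full agonism = EC100 isoproterenol or metaproterenol; nearly all actives have a fitted effect of over 65% in size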
# Target sequence (P07550 whole entry, looked up): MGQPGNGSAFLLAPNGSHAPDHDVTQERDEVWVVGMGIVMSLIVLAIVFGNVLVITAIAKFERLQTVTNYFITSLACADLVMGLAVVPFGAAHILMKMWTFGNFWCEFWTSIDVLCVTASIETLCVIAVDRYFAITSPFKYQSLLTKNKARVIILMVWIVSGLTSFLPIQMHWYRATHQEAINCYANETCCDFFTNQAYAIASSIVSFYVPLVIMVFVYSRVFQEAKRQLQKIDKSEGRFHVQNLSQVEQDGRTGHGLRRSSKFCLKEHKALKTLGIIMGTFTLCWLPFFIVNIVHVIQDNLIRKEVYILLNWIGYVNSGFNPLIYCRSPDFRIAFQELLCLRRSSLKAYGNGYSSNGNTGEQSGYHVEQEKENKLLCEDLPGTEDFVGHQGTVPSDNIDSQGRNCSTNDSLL
# MLL CXXC-DNA inh – qHTS Fluorescence Polarization Assay for Inhibitors of MLL CXXC domain - DNA interaction. MLL-CXXC / FITC-HOXA9 DNA fluorescence polarization. Potency, µM (doses to about 115 µM), for inactives: at the top dose activity change, negative = inhibition, hits mostly inhibitors. AID 2662, 2010. Histone-lysine N-methyltransferase 2A (Homo sapiens), Q03164. 0.037% of 290,000 active; active = well fitted inhibition curve with a large enough effect in the polarisation, with a control signal flat, not every such curve was filed as active; inconclusive = small, poorly fitted or top-dose-only effect, or effect the other way, or a change in a side signal; inactive = no such curve, though single readings can be large or run the other way; the % refers to the polarisation; note: potency is the fitted concentration of half-maximal effect
#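 Purified MLL-CXXC (added from a 7 uM solution) was preincubated 5 min at ambient with pinned compounds in 50 mM Tris-HCl pH 7.5, 50 mM NaCl, 1 mM DTT, 0.05% BSA. Fluorescein-labeled HOX-A9 DNA (50 nM solution) followed, 30 min, then polarization read.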
# Starred values were filed as active, the others as inactive; ? = inconclusive; . = not tested or not shown; & = joins results of further samples. Unless noted, calls come from the whole dose curve; as a rule, active = well fitted curve in the direction sought with a large enough effect; inconclusive = small, poorly fitted or top-dose-only effect, or another doubt; inactive = no such curve, though single readings can be large; an effect the other way counts as inactive or inconclusive. The list is partial (hit frequency here may not be typical).
canonical_smiles,USP2a inh,TRPV1 agonist,hERG WT inh,PKM2 act,GALK inh,KCNH2 3.1 block,Menin MLL FP TR,Giardia kill,Coupling enz,B2AR arrestin,MLL CXXC-DNA inh
CCN(C(=O)COC(=O)c1ccccc1NCCO)C1CCS(=O)(=O)C1 (stereo not given),1%,1,-5,.,.,6,.,11,.,-0.4%,.
CCOc1ccc(C2c3[nH]c4ccccc4c3C[C@H]3C(=O)N(C4CC4)CC(=O)N23)cc1OC (stereo not given in full),5%,2,-20,.,3%,-3,30%,-23,0,0.6%,-12%
C=C(C)CNC(=S)N/N=C\c1ccc2c(c1)OCO2,-3%,-1,-2,-2%,-1%,-3,-18%,1,3,0.0%,-8%
COc1ccc(C(=O)OCc2cc(=O)n3c(C)csc3n2)cc1F,0%,0,-17,.,.,-22,.,7,.,-0.2%,.
O=C(C1CCN(S(=O)(=O)c2ccc(Cl)cc2)CC1)N1CCC1,0%,-2,1,.,.,13,.,14,.,0.2%,.
Cc1ccc(S(=O)(=O)N2CCCCC2)cc1NS(=O)(=O)c1cccc(C(=O)O)c1,3%,-2,2,3%,3%,6,8%,-23,7,-0.8%,-2%
COc1ccc(C2=NO[C@@H]3[C@@H]4C[C@@H]([C@H]5C(=O)N(C)C(=O)[C@@H]45)[C@H]23)cc1,5%,0,15,-1%,3%,-16,-12%,5,1,-0.6%,29%
COc1ccc(N(CC(=O)Nc2c(C)n(C)n(-c3ccccc3)c2=O)S(=O)(=O)c2ccc(C)cc2)cc1OC,0%,-2,-4,-8%,-2%,20,-12%,11,-1,0.5%,-4%
Cc1ccc(CNC(=O)C(C)OC(=O)c2ccco2)cc1 (stereo not given),1%,2,-19,1%,1%,?,7%,-7,0,-0.6%,-1%
Cc1ccc(S(=O)(=O)c2c(N)n(NC(=O)C3CC3)c3nc4ccccc4nc23)cc1,-1%,5,2,-5%,0%,-5,7%,-15,-1,-0.1%,-15%
COc1ccc2oc(C(=O)OC(C)C(=O)N(C)c3ccccc3)c(C)c2c1 (stereo not given),-3%,1,1,.,.,-9,.,-9,.,-0.9%,.
CCOC(=O)N1CCC(NC(=O)CSCc2nc(-c3ccccc3Cl)oc2C)CC1,4%,1,1,.,5%,-10,.,-2,.,4.0%,6%
COc1ccc(-c2noc(CCCC(=O)NCc3ccco3)n2)cc1OC,3%,0,4,2%,0%,-19,0%,10,1,-0.2%,-1%
CCOc1ccc(C(=O)NCC(=O)NNC(=O)C2COc3ccccc3O2)cc1OCC (stereo not given),0%,6,-5,.,.,14,.,-3,.,-3.3%,.
Oc1c(/C=N/c2ccccn2)sc2ccccc12,1%,22,7,-44%,19%,3,.,3,-5,0.4%,?
COC(=O)C(CCSC)NC(=O)c1cn(-c2ccc(OC)cc2)c(=O)c2ccccc12 (stereo not given),-2%,0,5,.,.,-12,-19%,-28,1,-0.5%,2%
O=C(CN1CCCC1)Nc1ccccc1Sc1ccccc1,-4%,-4,-1,2%,-1%,2,-29%,-17,5,0.0%,1%
Cc1noc(C)c1NC(=O)Nc1cccc2c1O[C@H](CN(C)S(=O)(=O)c1cccs1)[C@@H](C)CN([C@H](C)CO)C2=O,0%,.,1,.,.,3,.,4,.,0.8%,.
Cc1nc(Cc2nnc(SCC(=O)N3CCN(c4ccc(O)cc4)CC3)o2)cs1,2%,27,-2,.,.,2,.,12,.,0.2%,.
Cc1cc(NC(=O)COc2coc(CN3CCN(c4ccccc4)CC3)cc2=O)no1,2%,0,3,.,.,2,.,-2,.,-0.9%,.
CCOC(=O)Cn1c(=N)n(Cc2ccccc2)c2ccccc21,-2%,-1,16,-2%,0%,-28,-19%,0,2,0.0%,11%
COc1ccccc1OCCCCN1CCC(C)CC1,4%,-1,11,.,0%,-3,-15%,4,1,-0.7%,-4%
O=C1CCCN1CCCNc1ncnc2c1cnn2-c1ccc(Cl)cc1,1%,-2,0,9%,0%,19,5%,-3,4,-0.1%,-8%
COc1ccccc1OC(C)C(=O)Nc1ccc2c(c1)n(C)c(=O)n2C (stereo not given),1%,1,3,0%,0%,-3,-6%,7,3,0.3%,-5%
O=C(Nc1ccc(N2CCOCC2)cc1N1CCOCC1)c1ccc([N+](=O)[O-])cc1,0%,-2,6,0%,-1%,-10,19%,-2,2,-0.4%,-10%
CC(=O)c1sccc1NC(=O)c1ccccc1C(=O)O,4%,-9,2,4%,0%,-2,.,-22,8,-0.7%,2%
COc1ccc(C(=O)c2ccc(N3CCOCC3)c([N+](=O)[O-])c2)cc1,1%,0,-7,6%,-1%,-17,-12%,6,1,0.0%,2%
COc1ccc(OC)c(NC(=O)NC2CCCCCCC2)c1,1%,5,-27,-4%,-1%,1,.,-22,.,-0.1%,-2%
COC(=O)CC1C(=O)NCCN1C(=S)Nc1ccccc1 (stereo not given),0%,-1,0,-9%,2%,8,7%,-5,4,-0.8%,6%
COc1ccc(NS(=O)(=O)c2cccc(C(=O)NCC3(N4CCOCC4)CCCCC3)c2)cc1,-1%,0,0,-5%,-7%,.,.,-20,.,-0.9%,16%
Cc1c(Cl)cccc1NC(=O)C1CCN(S(C)(=O)=O)CC1,2%,3,11,0%,8%,-4,-3%,-8,1,-0.1%,0%
O=C(O)CC(=O)NC12CC3CC(CC(C3)C1)C2,2%&2%,0&6,5&21,1%&-3%,0%&0%,-2&19,2%&0%,14&-14,5&0,-0.4%&0.4%,-5%&8%
COc1ccc(OCc2ccc(C(=O)O)cc2)cc1,3%,0,2,-4%,1%,12,4%,6,12,0.1%,-3%
Cc1ccc(C(=O)c2c(C)oc3c2C(=O)C(=O)c2ccccc2-3)cc1,2%,-10,-1,-4%,0%,-5,?,-26,-79*,0.1%,?
Cc1cc(C)cc(CSc2ccc(S(=O)(=O)N3CCCC3)cn2)c1,-2%,0,16,.,.,-11,.,-17,.,-0.4%,.
Oc1ccccc1CNc1nccs1,1%,-1,-7,.,1%,-16,2%,8,-1,0.4%,4%
CC1=CC=CC2=NC(=O)CC(C)(C(=O)N(CC(=O)NC3CCCC3)Cc3ccc(Cl)cc3)N12 (stereo not given),1%,1,-5,.,0%,9,.,-2,-1,-0.5%,-15%
O=C(COC(=O)C1CCN(S(=O)(=O)c2cccs2)CC1)NCc1ccc(F)cc1,-1%,?,3,20%,0%,2,.,-3,3,0.2%,-8%
O=C1CCN(S(=O)(=O)c2ccccc2)C2CCCCC12 (stereo not given),-1%,-1,-16,2%,0%,15,15%,-2,1,-0.6%,0%
CCCN(CC(=O)Nc1ccccc1C)C(=O)COc1c(C)cccc1C,-3%,12,-2,.,.,-9,.,-13,.,2.4%,.
Cc1sc(-c2ccncc2)nc1OC(=O)c1ccc(F)cc1F,5%,4,-3,0%,-1%,6,-18%,-20,2,0.6%,?
CCOc1ccccc1NCc1cc(=O)oc2cc(C)ccc12,2%,?,11,5%,0%,3,-28%,7,-1,-0.1%,6%
S=c1[nH]nc(COc2ccccc2)n1/N=C/C=C/c1ccccc1,1%,-5,19,-2%,-2%,-14,0%,1,4,0.0%,21%
Cc1ccc(/C=C/C(=O)Nc2cccnc2)o1,-2%,1,1,-22%,4%,3,6%,-8,1,-0.2%,3%
COc1nc(N/N=C/c2ccc(C)cc2)nc(N2CCCCC2)n1,6%,?,16,0%,0%,-16,3%,-8,4,-0.6%,0%
CCOC(=O)c1cccc(NC(=O)/C=C/c2cccc([N+](=O)[O-])c2)c1,2%,-1,2,-4%,2%,-16,?,7,3,-0.4%,5%
